NPSR antag: blocks cAMP signaling of the human neuropeptide S receptor; Q6W5P4; CHO-NPSR cells, cAMP TR-FRET, antagonist mode; Potency, µM (titrated, usually from 38.3 µM), without a hit: at the top dose activity change, negative = inhibition, actives largely listed as inhibitors; 220,000 compounds, 1% hits; further: potency means the concentration at half of the fitted maximal effect; on the % scale 0 is the no-effect control and ±100 the full control effect; nearly all actives have a fitted effect of over 50% in size; many of its hits are not listed in these tables
Target sequence (Q6W5P4 whole entry, looked up): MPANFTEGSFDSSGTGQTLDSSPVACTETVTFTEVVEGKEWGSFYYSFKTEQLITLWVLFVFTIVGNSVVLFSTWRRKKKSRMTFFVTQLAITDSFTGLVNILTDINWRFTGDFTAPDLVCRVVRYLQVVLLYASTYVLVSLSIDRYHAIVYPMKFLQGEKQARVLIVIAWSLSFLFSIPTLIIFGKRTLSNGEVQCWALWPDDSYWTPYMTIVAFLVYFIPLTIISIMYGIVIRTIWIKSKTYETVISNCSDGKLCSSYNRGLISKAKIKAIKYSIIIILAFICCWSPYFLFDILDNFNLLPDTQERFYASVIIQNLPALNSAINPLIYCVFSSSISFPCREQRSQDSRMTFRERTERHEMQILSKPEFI
TexasRed fluor: Texas Red fluorescence interference in TRb-SRC2 counter-screen | AID 1479 | 280,000 compounds, 0.29% hits | Potency, µM (top dose mostly 106 µM), for inactives: top-dose fluorescence change, negative = quenching | TRb/SRC2 Texas Red total fluorescence interference; active means well fitted curve in either direction with a large enough effect; inconclusive means small, poorly fitted or top-dose-only effect; further: potency means the concentration at half of the fitted maximal effect; on the % scale 0 is the no-effect control and ±100 the full control effect
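Human TRβ ligand-binding domain (0.6 uM) and Texas Red SRC2 peptide (20 nM) in Tris buffer with 1 uM T3 and 5% DMSO were incubated with pinned compound for 5 hr at ambient temperature. Total fluorescence was computed as S + 2P (555/632 nm).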
Tau fibril FP: tau fibrillization inhibition (FP); P10636; K18 P301L tau heparin fibrillization, Alexa594 FP, 6 h; Potency, µM (doses to about 57.7 µM), without a hit: at the highest dose activity, negative = inhibition, actives largely listed as inhibitors; 280,000 compounds, 0.39% hits; further: potency means the concentration at half of the fitted maximal effect; on the % scale 0 is the no-effect control and ±100 the full control effect; nearly all actives have a fitted effect of over 55% in size
Target sequence (P10636 561-689 P618L limits assumed): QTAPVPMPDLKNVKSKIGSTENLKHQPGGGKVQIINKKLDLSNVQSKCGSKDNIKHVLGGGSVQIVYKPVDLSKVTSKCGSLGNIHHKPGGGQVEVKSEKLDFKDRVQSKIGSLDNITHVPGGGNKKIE
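Recombinant K18 P301L […], labeled with Alexa 594 at 0.24 uM over 15 uM unlabeled; heparin inducer 20 uM final; 37 C, 6 hr; FP endpoint.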
CBFb RUNX1 block: inhibitors of human CBF-beta and RUNX1 interaction | Q01196+Q13951 | AlphaScreen CBFb-His/RUNX1-biotin binding, biochemical | Potency, µM (highest dose often 59.8 µM), for the others: top-dose activity, negative = inhibition, usual class: inhibitors | 230,000 tested, under 10 active | AID 1477; further: % of control where 0% means no effect
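AlphaScreen proximity signal reports loss of binding between His-tagged CBF-beta and biotin-labelled RUNX1, each at 30 nM. Proteins are pre-associated for 20 minutes, compounds added for 15 minutes, then beads for 90 minutes, all at ambient temperature.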
Epigenetic reg: epigenetic control regulation, reporter derepression; 280,000 compounds, 0.2% hits; murine LDR cells, GFP reporter derepression, 30 h; AID 1865; Potency, µM (highest dose often 53.9 µM), inactives show top-dose GFP activation, usual class: activators; further: potency means the concentration at half of the fitted maximal effect; % of control where 0% means no effect; nearly all actives have a fitted effect of over 60% in size
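GFP-positive cell count by laser-scanning cytometry (objects 20–120 um) after 30 h, 37 C compound exposure of murine LDR cells; reporter is CMV-GFP integrated at a silenced locus, inducible by HDAC or DNMT inhibitors.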
Tau fluor counter: counter-screen for tau fibril formation inhibitors; tau K18 P301L Alexa594 fluorescence, heparin fibrillization; AID 1463; 280,000 compounds, 0.93% hits; Potency, µM (doses to about 57.7 µM), without a hit: top-dose activity change, negative = decrease; further: potency means the concentration at half of the fitted maximal effect; on the % scale 0 is the no-effect control and ±100 the full control effect; nearly all actives have a fitted effect of over 55% in size
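Human tau K18 P301L (15 uM unlabeled, 0.24 uM Alexa 594-labeled) in 100 mM sodium acetate pH 7 with 20 uM heparin, 6 hr at 37 C. ThT 30 uM added, 1 hr ambient; Alexa 594 FP and total fluorescence read at 555/632 nm.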
TRb SRC2 PPI: disrupts binding of human TR beta to SRC2 | P10828 | TRbeta-SRC2 peptide binding, fluorescence polarization; receptor liganded with 1 µM T3 | Potency, µM (top dose mostly 106 µM), for the others: at the highest dose activity change, negative = inhibition, actives largely listed as inhibitors | 280,000 compounds, 0.065% hits | AID 1469;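 further: potency means the concentration at half of the fitted maximal effect; plate controls were bound peptide for no effect and peptide without receptor for full effect; nearly all actives have a fitted effect of over 50% in size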
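Assay buffer: 20 mM Tris-HCl, 100 mM NaCl, 10% glycerol, 1 mM EDTA, 0.01% NP-40, 1 mM DTT, 1 uM T3, 5% DMSO; TRb LBD 0.6 uM, Texas Red SRC2 20 nM; FP after 5 hr.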
aGal spleen mod: inhibitors or activators of human alpha-galactosidase in spleen homogenate | P06280 | human spleen homogenate, 4MU-alpha-Gal fluorescence, 40 min | Potency, µM (series often up to 80 µM), for inactives: at the top dose activity change, negative = inhibition, most hits filed as inhibitors | 240,000 compounds, 0.008% hits | AID 2107;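 further: potency means the concentration at half of the fitted maximal effect; 0% = enzyme with vehicle and -100% = no enzyme basal signal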
Target sequence (P06280 32-429 limits assumed): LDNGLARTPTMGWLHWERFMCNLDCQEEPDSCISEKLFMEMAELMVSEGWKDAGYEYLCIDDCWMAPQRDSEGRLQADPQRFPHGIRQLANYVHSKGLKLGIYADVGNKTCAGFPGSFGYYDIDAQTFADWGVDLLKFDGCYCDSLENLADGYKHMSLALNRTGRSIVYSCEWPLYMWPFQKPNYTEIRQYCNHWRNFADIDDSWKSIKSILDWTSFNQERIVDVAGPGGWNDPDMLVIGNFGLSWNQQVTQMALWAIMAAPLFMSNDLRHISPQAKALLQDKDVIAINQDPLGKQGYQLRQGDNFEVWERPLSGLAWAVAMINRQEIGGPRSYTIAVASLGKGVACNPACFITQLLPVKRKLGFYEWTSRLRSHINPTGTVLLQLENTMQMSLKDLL
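Spleen homogenate 1 ug + cpd (titration) + 4-MU-alpha-D-galactopyranoside 1 mM; 37C 40 min; 50 mM citrate/phosphate pH 5.0, 0.01% Tween-20; stop pH 10; fluorescence 365/440; AC50 via Hill.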
The depositor's hits bear a star; ? = inconclusive; . = not tested or not shown; [ ] = another dose, or the depositor's remark. Unless noted, the call rests on the fitted dose curve; in most records, active means well fitted curve in the direction sought with a large enough effect; inconclusive means small, poorly fitted or top-dose-only effect, or another doubt; inactive means no such curve, though single readings can be large; an effect the other way counts as inactive or inconclusive. Some of the compounds tested; the hit share may differ from the screen's.

compound	NPSR antag	TexasRed fluor	Tau fibril FP	CBFb RUNX1 block	Epigenetic reg	Tau fluor counter	TRb SRC2 PPI	aGal spleen mod
Cc1cc(C)nc(SCc2nnc(SCC(=O)NCc3ccco3)n2-c2ccccc2)n1	8%[46.1 µM]	1%	6%	3%	0.0%	4%	-2%	-2%
CCOC(=O)c1ccccc1NC(=O)NCc1c(-n2cccc2)sc2c1CCCC2	.	-2%	4%	.	-1.5%	-17%	0%	.
O=c1[nH]c(=O)c2ncc(-c3ccc(Cl)cc3)nc2[nH]1	-5%	-3%	-3%	7%	-0.4%	-1%	-2%	12%
O=C1CCN(Cc2nnnn2CC2CCCO2)c2ccccc2N1 (stereo unspecified)	9%[46.1 µM]	-3%	-2%	7%	-1.7%	1%	2%	2%
CC(C)c1cc(-c2cc(-c3ccccc3)on2)nc(NC2CCCC2)n1	-23%	-3%	7%	23%	-1.7%	14%	9%	8%
CCOC(=O)c1ccc(NS(=O)(=O)c2ccc(Br)s2)cc1	.	2%	-10%	.	-0.1%	-25%	5%	.
COc1ccc(OC)c(-c2cc(C3CCN(c4cc(Cl)nc(N)n4)CC3)[nH]n2)c1	?	-5%	1%	-15%	-1.3%	-7%	3%	-6%
Cc1nc(NNC(=O)c2ccc([N+](=O)[O-])cc2)cc(-c2ccccc2)n1	2%[46.1 µM]	-2%	-7%	-8%	0.1%	-29%	-7%	18%
O=C(Nc1sc2c(c1C(=O)NC1CC1)CCCCCC2)c1ccco1	-5%[46.1 µM]	0%	-8%	11%	0.0%	-15%	-3%	-4%
Cc1ccc(S(=O)(=O)N(C)Cc2ccc(C(=O)NN=C(CC(C)C)CC(C)C)cc2)cc1	-32%	0%	-6%	-7%	-0.8%	1%	-3%	3%
CCN1CCN(c2csc3ccc(F)cc3c2=O)CC1	.	2%	4%	.	0.0%	-5%	7%	.
COC(=O)c1cc(S(=O)(=O)NCC2CCN(Cc3cccc(F)c3)CC2)c[nH]1	.	0%	2%	.	0.7%	5%	2%	.
CCn1c(N2CCN(CC(=O)c3c(C)n(C)c4ccc(OC)cc34)CC2)nc2c1c(=O)[nH]c(=O)n2C	9%	1%	-7%	3%	-1.1%	-14%	0%	-2%
CCOc1ccc2nc(NC(=O)CSc3nc4ccccc4c(=O)n3Cc3ccco3)sc2c1	-7%[46.1 µM]	0%	-2%	10%	1.8%	-6%	-3%	5%
CCCNC(=O)Cn1nc(C(F)(F)F)cc1C	11%	-1%	8%	-1%	1.9%	14%	-1%	0%
O=C(Nc1ccc2c(c1)nc1n2CCSC1)c1ccccc1	10%[46.1 µM]	1%	-4%	-10%	1.6%	-8%	6%	-28%
O=C(CSc1oc(-c2cccs2)nc1S(=O)(=O)c1ccccc1)Nc1ccc(F)cc1	.	1%	?	.	4.6%	?	-2%	.
Cc1ccc2nc(C(=O)O)c(C(=O)O)nc2c1	-5%[46.1 µM]	-4%	2%	-2%	0.8%	-4%	3%	-4%
Cc1cc(C)c2sc(N(CCCN(C)C)C(=O)CN3C(=O)c4ccccc4C3=O)nc2c1	-7%	-1%	4%	-9%	0.0%	-3%	3%	8%
C/C(CC(=O)NC12CC3CC(CC(C3)C1)C2)=N\NC(=O)c1ccc(C)cc1	-12%	0%[53 µM]	0%	10%	4.7%	-2%	-2%[53 µM]	-5%
COc1ccc(CCNC(=O)c2ccc(Cl)cc2Cl)cc1OC	4%	-6%	10%	6%	1.1%	3%	-5%	0%
COc1cc(Br)cc2cc(C(=O)N3CCN(C(=O)c4ccco4)CC3)c(=O)oc12	-3%[46.1 µM]	-6%	-5%	3%	1.3%	2%	-8%	-3%
CCOc1ccc(CC(=O)NNC(=O)NC2CCCCC2)cc1	10%	0%	2%	8%	0.4%	-2%	-6%	5%
CCOC(=O)CCNC(=O)N1CCCC(CCC(=O)N(C)CCc2ccccn2)C1 (stereo unspecified)	1%	0%	-1%	3%	-1.8%	-11%	-1%	2%
C/C=C(\C)C(=O)NCCN1C2=NC[C@@H](C)N2C[C@H]1Cc1ccc(O)cc1	-12%	0%	-3%	3%	-0.7%	-2%	2%	-3%
CCOC(=O)C(CCC#N)(CCC#N)C(=O)OCC	17%[46.1 µM]	0%	-2%	1%	0.0%	-2%	-6%	-3%
COc1cc(-c2cc(OC)c3c(C)oc(C)c3c(=O)c2)ccc1OC(=O)c1ccccc1Cl	.	5%	0%	.	?	-11%	-13%	.
COc1ccc(C(O)P(=O)(OCc2ccccc2)c2ccc(N(C)C)cc2)cc1 (stereo unspecified)	24%	0%	6%	-4%	-2.2%	-11%	1%	-1%
O=C(c1ccccc1)N1CCN(CC(O)COC2CCCCC2)CC1 (stereo unspecified)	17%	1%	5%	2%	0.0%	-7%	6%	7%
CCSc1nnc(NC(=O)C2CC(=O)N(Cc3ccc(C)cc3)C2)s1 (stereo unspecified)	-10%	-2%	0%	0%	?	-4%	1%	2%

Entries of single compounds from above. Values in the order: NPSR antag | TexasRed fluor | Tau fibril FP | CBFb RUNX1 block | Epigenetic reg | Tau fluor counter | TRb SRC2 PPI | aGal spleen mod
COc1cc(-c2cc(OC)c3c(C)oc(C)c3c(=O)c2)ccc1OC(=O)c1ccccc1Cl in the list: . | 5% | 0% | . | ? | -11% | -13% | .
CCOc1ccc2nc(NC(=O)CSc3nc4ccccc4c(=O)n3Cc3ccco3)sc2c1 in the list: -7%[46.1 µM] | 0% | -2% | 10% | 1.8% | -6% | -3% | 5%

Other compounds:
compound	NPSR antag	TexasRed fluor	Tau fibril FP	CBFb RUNX1 block	Epigenetic reg	Tau fluor counter	TRb SRC2 PPI	aGal spleen mod
O=C(Nc1ccc(F)cc1F)c1c(C(F)(F)F)ccnc1Oc1ccccc1	-6%	-1%	-1%	3%	-1.8%	-7%	-8%	6%
CCC(=O)Nc1c(C(=O)N2CCN(c3ccccn3)CC2)cnn1-c1ccc(C)cc1	12%	-2%	3%	10%	-2.5%	2%	0%	5%
O=C1N=c2ccccc2=C1c1sc(=O)[nH]c1O	?	-8%	5%	-9%	3.5%	-6%	-4%	7%
CC(C)Cc1cc(C(=O)Nc2ccc(Br)cc2)no1	3%	-5%	3%	13%	1.1%	-3%	9%	-2%
COc1ccc(NC(=O)/C(C#N)=C/c2cc(C)n(-c3ccc(F)cc3)c2C)cc1	.	-9%	-7%	.	1.1%	2%	4%	.
NC(=O)c1ccc(Oc2ccc(C(N)=O)cc2)cc1	-22%	-2%	5%	7%	1.1%	5%	-6%	8%
COc1ccc(/C=N/NC(=O)c2c(C)nc3ccccn23)cc1[N+](=O)[O-]	8%	0%	-3%	3%	-1.7%	-9%	3%	1%
O=C(CSCc1cccc(Br)c1)N1CCOCC1	17%[46.1 µM]	-4%	8%	2%	-4.5%	1%	2%	-8%
Cc1csc(NC(=O)CCS(=O)(=O)c2ccc(Br)cc2)n1	0%[46.1 µM]	1%	-1%	-5%	-1.1%	-6%	-4%	4%
N#CNC1=NCN(Cc2ccccc2)CN1	-16%[46.1 µM]	0%	6%	13%	2.6%	3%	-20%	-1%
c1ccc(Oc2nc(N3CCOCC3)nc(N3CCOCC3)n2)cc1	-13%[46.1 µM]	-2%	-1%	0%	-0.8%	-1%	4%	-3%
O=C(NNC(=S)Nc1cccc(C(F)(F)F)c1)c1ccccc1Cl	9%	0%	13%	-1%	0.0%	?	-6%	-1%
CCCn1c(C(C)NC(C)=O)nc2ccccc21 (stereo unspecified)	2%[46.1 µM]	-4%	1%	13%	0.0%	4%	-2%	2%
Cc1noc(C(=O)Nc2sc3c(c2C#N)CCC3)c1Cl	-6%[46.1 µM]	-5%	3%	-6%	-0.2%	-15%	-6%	-6%
COc1ccc(NC(=O)CSc2ccc(C)cc2)cc1	-10%[46.1 µM]	-6%	2%	-5%	1.0%	4%	-25%	11%
COc1ccc(-c2ccc(-c3noc(C4CCCCC4)n3)c(OC)n2)cc1	-27%[46.1 µM]	2%	-14%	-4%	-2.4%	-16%	-14%	-8%
CC1(C)c2ccccc2-n2c1cc1oc(=O)cc(O)c1c2=O	-3%	-2%	2%	9%	-1.3%	14%	-1%	-2%
Cc1c(F)cccc1NS(=O)(=O)c1ccc2c(c1)NC(=O)CO2	-11%	0%	-2%	3%	?	-2%	-7%	-5%
CCOC(=O)C(NC(=O)Nc1ccc(Cl)cn1)(Oc1ccc(F)cc1)C(F)(F)F (stereo unspecified)	14%	-2%	3%	1%	0.0%	10%	0%	0%
CCOC(=O)C1=C(C)NC(=O)CC1c1ccccc1 (stereo unspecified)	-7%[46.1 µM]	4%	7%	17%	-2.1%	2%	-19%	-11%
C/C(=N\O)C1CCCCC1	13%	-2%	-5%	4%	0.4%	2%	13%	-2%
COc1ccc(OC)c(/C=N/NC(=O)c2[nH]nc3c2CCc2ccccc2-3)c1	-41%	6%	?	1%	-1.1%	-30%	8%	10%
Cc1onc(C(=O)NN)c1-c1csc(COc2ccccc2)n1	-27%	0%	-6%	-3%	-3.8%	-3%	6%	4%
COc1ccc(OC)c(S(=O)(=O)N2CCC(C(=O)N3CCc4ccccc4C3)CC2)c1	-15%[46.1 µM]	1%	1%	4%	0.0%	2%	-6%	-11%
O=C(c1cc(=O)[nH]c2ccccc12)N1CCN(S(=O)(=O)c2ccc3ccccc3c2)CC1	-11%[46.1 µM]	-3%	-3%	-3%	-1.9%	-15%	-19%	-2%
CCOC(=O)/C(C#N)=C/Nc1cc(OC)ccc1OC	6%	-6%	10%	14%	1.1%	-4%	3%	7%
CN(C)c1ccc(CNC(=O)c2ccc3nc(CCc4ccccc4)oc3c2)cc1	.	-6%	6%	.	1.7%	-11%	6%	.
O=C(Nc1ccc(C(=O)N2CCN(c3ccc(Cl)cc3)CC2)cc1)c1nsc2ccccc12	.	1%	-3%	.	0.0%	-20%	-4%	.

Compound activity from PubChem.
